# Screens as filed in PubChem.
# KKLEB tox: CF airway cell cytotoxicity counter-screen. AID 602141. KKLEB CF airway cells viability, ATPlite luminescence, overnight; hits give low values; cells stimulated with P. aeruginosa culture filtrate. activity change (cytotoxicity), % at 5 µM. 360,000 compounds, 0.36% hits;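 active means corrected activity change at or below -50% at 5 µM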
# Peg3 promoter: inhibitors of Peg3 promoter | HeLa PEG-Prom luciferase reporter, luminescence, overnight | inhibition, % at 20 µM | 360,000 compounds, 1.7% hits;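 active means inhibition of at least 50% at 20 µM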
# Shn3 3UTR inh: inhibitors of Schnurri-3 3'UTR reporter in osteoblasts | Clone20 osteoblast Shn3 3'UTR firefly luciferase, 24 h | inhibition, % at 12.5 µM | 360,000 compounds, 0.52% hits | AID 588674;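 active means mean inhibition of at least 75% with every replicate also reaching 75%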;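 further: 0% = median of neutral control wells and 100% = pilot-screen positive control compound; some compounds past the cut are filed as inactive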
# NR2E3 ag-1: NR2E3 (human) agonism. Q9Y5X4. GST-NR2E3/biotin-RetCOR TR-FRET, 1536-well. inhibition of corepressor binding, % at 4.78 µM. 320,000 compounds, 0.12% hits. AID 2300;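 active means percent inhibition above the cutoff of mean plus 3 SD of all tested compounds, set per screening campaign, cut at about 20% in these data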;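 further: 0% = DMSO wells and 100% = biotin wells as full block of FRET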
# Target sequence (Q9Y5X4 whole entry, looked up): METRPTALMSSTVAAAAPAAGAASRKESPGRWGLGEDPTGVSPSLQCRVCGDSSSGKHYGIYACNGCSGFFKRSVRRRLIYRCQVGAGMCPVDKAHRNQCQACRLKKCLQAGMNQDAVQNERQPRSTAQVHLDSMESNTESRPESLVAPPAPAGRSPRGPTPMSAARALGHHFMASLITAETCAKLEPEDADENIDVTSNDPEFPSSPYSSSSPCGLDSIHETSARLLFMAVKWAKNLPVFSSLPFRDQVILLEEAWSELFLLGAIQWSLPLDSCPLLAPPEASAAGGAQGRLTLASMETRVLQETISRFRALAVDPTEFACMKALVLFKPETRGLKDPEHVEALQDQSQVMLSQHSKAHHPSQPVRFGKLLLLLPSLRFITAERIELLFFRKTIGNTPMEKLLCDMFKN
#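 Material: NR2E3–RetCOR corepressor complex / Amount: 1.35 nM GST-NR2E3 / Medium: Tris pH 7.5 / Compound: single nominal compound dose of 4.8 µM / Incubation: 5 h at 4 °C / Technique: TR-FRET, Eu(K)-anti-GST donor, streptavidin-D2 acceptor, ex 340, em 617/671 nm / Read-out basis: percent loss of FRET ratio relative to control wells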
# HIF-2a inh: HIF-2a inhibition. 786-0 RCC cells HIF-2a reporter, luciferase luminescence, overnight. inhibition, % at 18.8 µM. 360,000 compounds, 0.72% hits;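 active means inhibition of the luminescence signal of 40% or more relative to plate controls, in a single-dose primary screen at 18.75 µM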
# MITF TRPM1 inh: inhibitors of MITF-driven TRPM1 promoter in melanoma cells | SK-MEL-5 TRPM1 promoter luciferase, 24 h | inhibition, % at 12.5 µM | 330,000 compounds, 0.83% hits | AID 488899;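 active means mean inhibition across replicates of 60% or more, whatever share of single replicates reaches that level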; further: values of inactives mirror those of a sister screen read the other way
# aDG glyco up: alpha-DG glycosylation activation; 360,000 compounds, 0.22% hits; AID 624168; activation, % at 10 µM; Pro5-aDG cells, alpha-DG glycosylation AlphaScreen (IIH6); 0% Pro5, 100% B10-LARGE cell signal;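 active means activation of at least 8% versus controls, or a plate z-score of at least 8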;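 further: Pro5 are CHO cells carrying HIG-tagged alpha-DG that lacks glycosylation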
# hiPSC survival: hiPSC single-cell survival enhancement; ATPlite luminescence; 100% = ROCK inhibitor wells, 0% = DMSO; survival enhancement, % at 20 µM; 360,000 compounds, 0.044% hits; AID 602274; in the data active means survival enhancement above about 18%;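 further: cells exposed to compounds for 16 hours before the ATP read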
# NR2E3 ag-2: activates human NR2E3 receptor. 360,000 compounds, 0.35% hits. inhibition of corepressor binding, % at 3.98 µM. Q9Y5X4. AID 602229. CHO-S Gal4-NCOR/VP16-NR2E3 two-hybrid, luciferase;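 active means inhibition above the mean of all tested compounds plus 3 SD, cut at about 70% in these data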;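 further: 0% = DMSO with NR2E3 transfected cells and 100% = cells lacking NR2E3 construct; higher means lower luciferase signal from less NR2E3 corepressor binding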
# TWEAK-Fn14 inh: inhibitors of TWEAK-Fn14 interaction signaling | TWEAK-stimulated Fn14 reporter cells, luciferase luminescence, 8 h | inhibition, % at 10 µM | 360,000 compounds, 2% hits; in the data active means inhibition above about 50%
# CF NFkB inh: blocks PAF-induced NF-kB reporter in cystic fibrosis cells; KKLEB NF-kB-GFP reporter, GFP fluorescence overnight; inhibition, % at 5 µM; 360,000 compounds, 0.86% hits;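 active means at least 50% inhibition at 5 µM, scaled per plate between neutral and stimulator controls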;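 further: PAF is a Pseudomonas aeruginosa culture filtrate used as stimulus; plate controls were PAF-stimulated DMSO wells for no effect and unstimulated DMSO wells for full effect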
# An asterisk follows results filed as active; · = no result given.
SMILES,KKLEB tox,Peg3 promoter,Shn3 3UTR inh,NR2E3 ag-1,HIF-2a inh,MITF TRPM1 inh,aDG glyco up,hiPSC survival,NR2E3 ag-2,TWEAK-Fn14 inh,CF NFkB inh
CNC(=O)c1ccsc1NC(=O)C1CCN(S(=O)(=O)c2ccc(Cl)s2)CC1,-17,32,7,-3,3,7,-0.2,-0.6,-1,18,17
Cc1ccc(-c2ccccc2)n1-c1ccc(C(=O)O)cc1,7,-9,-9,-1,10,-12,0.4,0.2,-12,2,16
FC(F)(F)c1nnc(Nc2ccc(Cl)cc2)s1,-2,2,35,2,-22,-5,0.1,1.1,-4,-6,10
COc1ccc(OCC(=O)OC2CCCN(C)C2)cc1 (stereo not given),5,8,-42,-1,13,12,0.0,0.0,-16,17,7
CCc1nc2ccccc2n1Cc1cc(=O)n2cc(C)ccc2n1,-2,12,11,0,17,-2,-0.5,-1.4,2,-8,-1
Cc1nnc(NC(=O)c2ccc(S(=O)(=O)N3CCCCC3C)cc2)o1 (stereo not given),9,9,-15,1,14,6,0.3,0.0,-18,8,2
O=C(Cc1coc2ccc3ccccc3c12)N1CCN(c2ncccn2)CC1,0,19,12,5,20,9,0.2,0.7,-25,-10,-4
Cc1ccc2cc3c(N)c4c(C)ccc(C)c4nc3nc2c1,-12,103*,80,·,-14,15,0.1,-3.8,-30,-9,-82
COc1cc(NC(=O)Nc2nc(C(N)CCc3ccccc3)cs2)cc(OC)c1OC (stereo not given),6,74*,-12,·,-22,·,1.1,-4.5,-27,39,-22
C=CSc1sc(Cl)c(N(CC)CC)c1[N+](=O)[O-],10,7,-1,-1,7,12,0.4,-0.3,-3,3,-11
CCN(CC)C(=O)COc1ccc(-c2ccccc2)cc1,2,-217,-48,1,-186,-52,0.4,-3.4,-71,-35,5
COCc1cc(C)n(CC(=O)Nc2ccccc2OC)c(=O)c1C#N,6,10,-4,-1,25,1,-0.2,2.2,-16,-6,-2
Nc1ccnn1-c1ccccc1,8,9,-24,6,12,5,-0.1,0.5,-26,-1,2
Cc1nc2nc(COc3ccccc3)[nH]n2c(=O)c1Cl,3,26,13,3,12,4,-0.2,3.8,-30,2,2
CC(=O)c1ccc(OCc2cc(C(=O)N3CC4C[C@@H]5CC3C[C@H](C4)C5)no2)cc1,-9,-322,15,2,-264,-62,0.5,-0.1,-109,-20,-10
Cc1nc2ccccc2c2c(N)c3ccccc3n12,-11,15,6,3,-9,2,0.0,-0.2,4,18,8
CC(=O)c1ccc(OCC(=O)c2cc(C)n(-c3ccc4c(c3)OCO4)c2C)cc1,10,4,64,2,7,4,2.6,-0.3,28,35,6
Cc1ccc(S(=O)(=O)N(CC(=O)NCC2CCCO2)Cc2cccc(C)c2)cc1 (stereo not given),18,0,15,3,9,1,0.1,-0.4,5,5,10
O=C(Cn1ccc2ccccc2c1=O)NCC(=O)N1CCN(c2ccc(F)cc2)CC1,1,8,1,-2,11,13,-0.1,-0.2,-5,11,-8
O=C(Oc1nsnc1N1CCOCC1)c1ccccc1,0,17,-8,1,11,4,-0.1,-0.4,-7,11,15
COc1cc(/C=C2\SC(N)=NC2=O)ccc1OCC(=O)Nc1ccc(C)cc1,-11,-15,-58,0,-14,30,1.2,-0.7,21,34,-13
CC1(C)Cc2cccc(OCC(=O)Nc3ccccc3C(F)(F)F)c2O1,-5,11,9,3,-5,10,0.0,-0.3,10,-22,-13
O=CNc1cc(-c2ccccc2Oc2ccccc2)cn2c(-c3ccc(F)cc3)cnc12,-14,25,-3,·,-8,·,0.0,1.5,-9,19,44
CCOc1ccccc1N1CC(C(=O)N2CCOCC2)CC1=O (stereo not given),6,21,8,1,-1,1,0.1,0.1,-6,-1,-5
COc1cccc(C(=O)Nc2ccc(C(F)(F)F)n(C)c2=O)c1,-7,-218,-84,3,-207,-12,-0.2,-1.7,-40,-3,-6
O=C(COC(=O)CNC(=O)c1ccccc1F)Nc1cccc(S(=O)(=O)N2CCCCCC2)c1,6,1,5,1,23,7,-0.2,1.7,-17,2,-15
CC1=CSC2=NC(=O)/C(=C/c3cccc(OC(=O)c4ccco4)c3)C(=N)N12,-19,-5,5,1,3,-6,0.0,-1.5,-16,-38,2
CC(C)(C)NC(=O)C(c1cccs1)N(Cc1cccs1)C(=O)c1ccc(CN2CCOCC2)o1 (stereo not given),3,-5,5,4,9,2,-0.2,2.0,11,10,12
O=C(NCCN1CCOCC1)c1ccccc1Oc1ccccc1,7,11,-5,3,15,-1,0.0,0.8,-20,-6,10
CN(C)S(=O)(=O)N1CCN(c2ccc([N+](=O)[O-])c(N3CCOCC3)c2)CC1,-13,10,6,3,11,6,-0.1,0.0,-4,3,2
C/C(=N/NC(=O)C1CCN(S(=O)(=O)c2ccc(C)cc2)CC1)c1cccc([N+](=O)[O-])c1,-5,20,7,1,20,-3,0.1,0.1,4,-21,5
Cc1ccc(C(=O)OCC(=O)NCc2ccco2)cc1C,16,8,-3,1,2,4,-0.4,-3.3,-1,14,-3
CCCCC(CC)CNC(=O)Cn1c(=O)[nH]c2ccsc2c1=O (stereo not given),-10,10,·,3,12,16,0.1,0.1,-7,-6,-5
O=C(CNC(=O)c1cccc(Cl)c1)NCCCSc1ccccc1,-7,4,7,-1,2,-1,0.4,-0.4,-22,1,12
CCn1c(CCCNC(=O)c2ccc(F)cc2)nc2ccccc21,3,10,-10,1,14,·,0.0,-0.3,-14,-11,-14
CCCc1cc(C(=O)Nc2cnn(Cc3ccc(F)cc3)c2)no1,2,-6,-1,0,-154,9,0.1,0.0,21,-2,-21
CC(C)(C)n1ncc2c(=O)n(CC(=O)NCc3ccco3)cnc21,1,-215,-58,0,-187,-79,1.2,-0.3,-95,-9,-8
O=C(NN=C1C2CC3CC(C2)CC1C3)c1cc(Cl)ccc1O,-4,12,-4,-3,10,2,0.1,-0.6,-41,11,3
O=S(=O)(N1CCCCC1)N1CCN(CC(O)COc2ccc3cc(Br)ccc3c2)CC1 (stereo not given),-2,23,74,8,-10,19,5.0,-0.9,1,46,-13
OC(c1cccc(Cl)c1)c1ncc(-c2cccc(C(F)(F)F)c2)[nH]1 (stereo not given),-9,26,7,·,-1,·,0.1,1.8,-29,-9,12
Cc1ccc(C(=O)Oc2cc(N)n(S(=O)(=O)c3ccc(C)cc3)n2)cc1,8,8,4,3,19,-3,0.2,-2.8,8,68*,-11
CCc1nc2sc3ccccc3c(=O)c2c(=O)n1Cc1ccco1,-1,-14,6,-2,-25,9,0.0,0.1,12,-17,-3
COc1ccc(-n2nc(C(=O)NCC(=O)NCc3ccco3)c3ccccc3c2=O)c(OC)c1,0,-11,-6,-1,11,5,0.0,-1.3,7,-4,1
CCOc1ccc(NC(=O)/C=C/c2ccc(OC)cc2)c([N+](=O)[O-])c1,3,-14,16,-1,5,9,0.1,-1.0,-34,-29,2
Cc1ccc2nc(-c3ccc(C#N)cc3)c(Cc3ccccc3C(F)(F)F)n2c1,-27,-15,7,·,-102,·,0.4,-1.6,-11,3,-8
O=S(=O)(NCCC1=CCCCC1)c1ccc(OC(F)(F)F)cc1,-3,-1,4,-7,13,8,-0.1,-0.3,1,-1,-2
Cn1c(=O)c(C(=O)N2CCc3ccccc32)cc2cccnc21,-5,3,8,1,7,-2,0.0,-0.5,-4,19,6
C=CCOc1c(CNc2cccc(C(=O)O)c2)cccc1OCC,7,6,-20,2,-6,-13,-0.1,-0.7,-10,-31,-6
CSc1nc2ccccc2cc1/C=C(\C#N)c1ccccc1,-4,34,12,0,-9,1,-0.4,3.4,-65,18,14
COc1ccc(N2CCCn3c2nc2c3c(=O)n(CCN3CCOCC3)c(=O)n2C)cc1,9,-28,-14,-2,3,5,0.0,-3.1,-5,12,-14
CCOC(=O)C1(C)CCN1C(=O)c1ccc(-c2ccccc2)cc1 (stereo not given),-2,-93,-20,·,-127,·,0.1,1.9,-35,-22,-7
O=C1CC(N2CCC(Cc3ccccc3)CC2)C(=O)N1CCc1ccccc1 (stereo not given),-8,-1,20,2,-10,2,0.3,-0.8,2,9,8
CCC(=O)c1ccc(OCC(O)CNCCc2ccc(Cl)cc2)cc1 (stereo not given),2,4,-4,-1,11,0,-0.2,-0.8,21,-10,-17
CC(C)(C)OC(=O)C[C@@H]1C/C=C\C[C@H](CC(=O)N(CCO)Cc2ccccc2)C(=O)N2CCC[C@H]2COC1=O,6,-13,-9,·,-8,-8,-0.3,-2.8,10,9,1
O=C(NCc1ccc(F)cc1)C1CCN(S(=O)(=O)c2cccc3nonc23)CC1,0,6,10,0,15,6,0.2,0.0,-10,10,-8
CC1CCN(C(=O)c2[nH]cnc2C(=O)NCC(=O)OCc2ccccc2)CC1,-9,-1,-9,3,0,-7,0.0,-1.3,-7,16,12
CNc1nc(NCc2ccccc2)nc(N)c1[N+](=O)[O-],-43,10,-26,4,-23,18,-0.3,-0.5,5,24,-12
CCC(=O)c1ccc(OCC(=O)O)cc1,-2,-6,-6,·,14,-1,0.0,-0.2,-5,7,5
O=C(CSc1nnc(-c2ccccc2)c2ccccc12)NCC1CCCO1 (stereo not given),-12,16,-1,0,25,3,0.0,0.3,-10,4,10
O=C(O)COc1ccccc1/C=C1\SC(=S)N(NC(=O)c2ccccc2O)C1=O,-14,8,-18,1,-5,-18,-0.1,-1.6,-4,-7,-6
# (further entries)
SMILES,KKLEB tox,Peg3 promoter,Shn3 3UTR inh,NR2E3 ag-1,HIF-2a inh,MITF TRPM1 inh,aDG glyco up,hiPSC survival,NR2E3 ag-2,TWEAK-Fn14 inh,CF NFkB inh
CCc1cccc(NS(=O)(=O)c2ccc3c(c2)oc(=O)n3C)c1,-8,26,-5,-1,20,3,0.2,-2.0,21,23,10
CCN(C[C@H]1N[C@@](Cc2ccccc2)(C(=O)OC)[C@H]2C(=O)N(Cc3ccccc3)C(=O)[C@@H]12)C(=O)NC(C)C,-2,-7,36,·,14,1,0.0,-0.5,-11,12,3
CCOCCc1nnc(NC(=O)CN2C(=O)c3ccccc3C2=O)s1,-1,0,-7,-1,20,13,-0.1,-0.5,6,12,-2
COc1ccccc1NC(=O)CN(Cc1ccco1)C(=O)c1ccc(=O)[nH]c1,-5,18,-2,-2,9,-5,-0.1,-0.8,4,-4,-17

# Three of these compounds, set out differently:
SMILES | KKLEB tox | Peg3 promoter | Shn3 3UTR inh | NR2E3 ag-1 | HIF-2a inh | MITF TRPM1 inh | aDG glyco up | hiPSC survival | NR2E3 ag-2 | TWEAK-Fn14 inh | CF NFkB inh
COc1ccccc1NC(=O)CN(Cc1ccco1)C(=O)c1ccc(=O)[nH]c1 | -5 | 18 | -2 | -2 | 9 | -5 | -0.1 | -0.8 | 4 | -4 | -17
CCOCCc1nnc(NC(=O)CN2C(=O)c3ccccc3C2=O)s1 | -1 | 0 | -7 | -1 | 20 | 13 | -0.1 | -0.5 | 6 | 12 | -2
CCN(C[C@H]1N[C@@](Cc2ccccc2)(C(=O)OC)[C@H]2C(=O)N(Cc3ccccc3)C(=O)[C@@H]12)C(=O)NC(C)C | -2 | -7 | 36 | · | 14 | 1 | 0.0 | -0.5 | -11 | 12 | 3
